# NF-kB neuron act = raises NF-kB expression in human neuronal cells. AID 1239. 190,000 tested, 1.6% active. fold change at 12.5 µM. NF-kB reporter expression; active compounds read high; in the data active = fold change above about 3.3
# APP 5UTR inh = APP translation inhibition; 190,000 tested, 0.82% active; inhibition, % at 2 µM; SH-SY5Y APP 5'UTR-luciferase reporter, luminescence; AID 1285;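 active = inhibition above a set limit, derived from the sample mean plus 3 SD, cut at about 45% in these data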; also: values of inactives mirror those of a sister screen read the other way
# STAT3 blocker = STAT3 signaling inhibition. U3A cells, IL-6 STAT3-luciferase reporter, luminescence; host cell line lacks STAT1. inhibition, % at 5.5 µM. 190,000 tested, 0.89% active. AID 862;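 active = inhibition above the mean inhibition across all screened compounds plus 3 SD, cut at about 44% in these data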;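 also: 0% = DMSO only wells and 100% = 100 µM nifuroxazide control wells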
# RAM network inh = yeast RAM network inhibition; S. cerevisiae dse1pr::URA3 reporter, 5-FOA growth OD615, 2 d; analog-sensitive cbk1-as2 kinase mutant strain; inhibition, % at 50 µM; 190,000 tested, 1.8% active; AID 868;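 active = inhibition above a set limit, 3 SD over mean compound inhibition, cut at about 8.4% in these data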;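 also: 0% = DMSO-only wells with no growth and 100% = 10 µM 1-NA-PP1 full growth; inhibition rescues growth on 5-FOA so higher OD means more RAM inhibition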
# FLuc inh counter = counter-screen for luciferase assay inhibitors: firefly luciferase inhibition; AID 1006; ATPLite firefly luciferase biochemical luminescence, 10 min; 200,000 tested, 1.5% active; inhibition, % at 10 µM;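 active = inhibition above about 50% when tested at 10 µM, limit read from the data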
# Target sequence (P08659 whole entry, looked up): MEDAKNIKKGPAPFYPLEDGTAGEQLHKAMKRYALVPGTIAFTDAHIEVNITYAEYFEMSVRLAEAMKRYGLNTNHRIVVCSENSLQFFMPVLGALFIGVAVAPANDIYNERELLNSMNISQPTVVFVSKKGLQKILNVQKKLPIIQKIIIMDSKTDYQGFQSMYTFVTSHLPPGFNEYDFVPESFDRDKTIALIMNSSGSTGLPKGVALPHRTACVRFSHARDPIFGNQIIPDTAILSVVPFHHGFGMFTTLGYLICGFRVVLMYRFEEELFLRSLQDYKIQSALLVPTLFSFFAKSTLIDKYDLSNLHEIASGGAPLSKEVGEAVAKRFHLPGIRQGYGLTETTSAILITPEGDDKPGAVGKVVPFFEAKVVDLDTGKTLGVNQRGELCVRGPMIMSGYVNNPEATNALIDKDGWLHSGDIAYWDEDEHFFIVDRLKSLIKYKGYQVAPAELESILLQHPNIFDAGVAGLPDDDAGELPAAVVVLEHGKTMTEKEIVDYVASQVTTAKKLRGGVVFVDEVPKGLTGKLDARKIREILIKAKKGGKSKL
# STAT1 inh = inhibitors of IFN-gamma induced STAT1 signaling; NIH 3T3 STAT1-luciferase reporter, luminescence; AID 920; inhibition, % at 5.5 µM; 200,000 tested, 0.35% active;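 active = inhibition above a set limit, the mean inhibition across all tested compounds plus 3 SD, cut at about 34% in these data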;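 also: 0% = IFN-gamma with DMSO and 100% = IFN-gamma with 300 µM nifuroxazide; values of inactives mirror those of a sister screen read the other way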
# Hsp70 act = transcriptional activators of Hsp70. activation, % at 10 µM. 200,000 tested, 0.04% active. HeLa Hsp70 promoter luciferase reporter, luminescence; scaled: vehicle 0, proteasome-inhibitor control 100%. AID 1203;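 active = activation above the mean across all tested compounds plus 3 SD, cutoff set per campaign, cut at about 5.5% in these data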;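 also: 100% = MG132 at 30 µM as the positive control and 0% = DMSO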
# STAT1 activator = STAT1 signaling activation; 200,000 tested, 2.6% active; activation (% of control), % at 5.5 µM; NIH 3T3 STAT1-luciferase reporter, IFN-gamma, luminescence; 100% = IFN-gamma alone, no compound;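 active = activation above the screen-wide mean activation plus 3 SD, cut at about 130% in these data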;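 also: raw ratio to IFN-gamma control signal so 100% means no change and 0% no light; values of inactives mirror those of a sister screen read the other way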
# STAT3 act = activators of IL-6 induced STAT3 signaling; U3A cells, IL-6 STAT3-luciferase reporter, luminescence; 100% = signal with IL-6 EC80 alone; activation (% of control), % at 5.6 µM; 190,000 tested, 0.91% active; AID 871;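 active = activation above the screen-wide mean of compound activation plus 3 SD, cut at about 130% in these data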;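 also: 0% = background luminescence of wells with medium and substrate only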
#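 system = STAT3-luciferase reporter U3A cells | reagent = IL-6 stimulus at 33 ng/mL final | timing = 1 h compound pre-exposure, 6 h IL-6 stimulation, 37 °C | measured by = luminescence | evaluation = % activation versus median of IL-6-stimulated wells | control set = IL-6-only wells as 100% reference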
# APP 5'UTR act = activates APP 5'UTR luciferase reporter; SH-SY5Y APP 5'UTR luciferase reporter, luminescence; zero percent = DMSO vehicle wells; activation, % at 2 µM; 190,000 tested, 1% active;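 active = activation above a set limit, based on mean plus 3 SD of controls, cut at about 140% in these data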; also: values of inactives mirror those of a sister screen read the other way
# The depositor's hits bear a star; . = not tested or not shown.
SMILES,NF-kB neuron act,APP 5UTR inh,STAT3 blocker,RAM network inh,FLuc inh counter,STAT1 inh,Hsp70 act,STAT1 activator,STAT3 act,APP 5'UTR act
O=C(NCc1ccccc1)c1c[nH]c2cc3c(cc2c1=O)OCCO3,3.5*,-89,-14,1.6,35,-84,0.3,178*,115,89
CC(NC(=O)CSc1nnc(-c2cc3cc(Cl)ccc3o2)n1C)c1ccccc1 (stereo unspecified),1.1,-6,8,5.4,10,7,-0.5,93,96,6
N#CCCN(/N=C/c1cccnc1)C1=NS(=O)(=O)c2ccccc21,0.88,4,-20,0.9,1,-12,-0.2,109,119,-4
Cc1ccc(C(=O)Nc2ccc(C(=O)N3CCCCC3)cc2)cc1,1.4,-8,7,2.9,3,3,-0.3,96,98,8
COc1cc(OC)cc(C(=O)NC(=S)N2CCN(c3ccc(C(F)(F)F)cc3[N+](=O)[O-])CC2)c1,1.1,4,7,2.3,-1,0,0.3,100,98,-4
Cc1cc(NC(=O)CCC(=O)N(CCC(C)C)CC(=O)NCC2CCCO2)no1 (stereo unspecified),0.9,9,7,0.7,-5,3,-0.4,98,99,-9
COc1ccccc1N1CCN(C(c2ccccc2Cl)c2nnnn2C(C)(C)C)CC1 (stereo unspecified),0.62,1,-4,-0.7,-8,-8,-0.3,108,105,-1
O=C(CSc1nnc(-c2ccc(Cl)cc2)n1-c1ccc(Cl)cc1)N/N=C/c1ccco1,0.99,11,-3,0.8,-9,5,-0.3,96,104,-11
NNC(=O)CNc1cccc(Cl)c1,0.92,-27,4,0.6,-6,-3,0.1,101,98,27
C=CCN1C(=O)C(Cc2ccc(OCC)cc2)S/C1=N\N=C\c1cccs1 (stereo unspecified),0.87,-7,3,9.3*,-4,-1,-0.1,101,104,7
CCOC(=O)Cc1csc(NC(=O)NC2(C(F)(F)F)Oc3ccccc3O2)n1,2.9,16,6,14*,-6,1,-0.1,99,101,-16
CCCc1cc(C(N)=O)c(NC(=O)c2ccco2)s1,1.5,-1,11,5.5,6,-21,0.0,119,94,1
COC(=O)[C@H](C)NC(=O)Nc1ccc(Oc2ccccc2)cc1,1.8,-15,3,3.0,-2,6,-0.1,94,100,15
COc1ccc(C2COC(=O)C2=N)c(NC(=O)c2ccccc2)c1 (stereo unspecified),1,-22,-40,0.3,-7,-8,-0.4,107,131,22
COc1cccc2c1OC1(C)CC2NC(=O)N1c1cccc(C(=O)N2CCN(c3ccccn3)CC2)c1 (stereo unspecified),0.82,11,4,4.6,-6,-7,-0.1,101,97,-11
CCCn1c(=S)[nH]c2cc(C(=O)N3CCN(c4ccccc4OC)CC3)ccc2c1=O,1.3,13,2,3.6,-8,-4,-0.2,104,101,-13
Cc1ccc(Cn2nnc3c(=O)[nH]c(C4CCN(C(=O)Cc5cccs5)CC4)nc32)cc1,0.94,8,-2,3.1,-6,2,0.2,99,104,-8
COc1cccc(N2CCN(c3c(C#N)c(C(F)(F)F)nn3C)CC2)c1,0.63,13,30,3.2,-4,13,-0.1,88,78,-13
CSCCC1NC(=O)N(CC(=O)Nc2c(C(C)C)cccc2C(C)C)C1=O (stereo unspecified),1,3,-12,4.8,-6,9,-0.2,89,114,-3
CC(C)N(C(=O)CSc1nc2ccccc2n1Cc1ccccc1)C(C)C,0.77,1,8,2.1,-2,3,-0.1,96,96,-1
C=CCn1c(=S)[nH]c2nc3c(cc2c1=O)CCCC3,1.4,-9,14,4.0,0,-3,0.4,103,91,9
CC1(C)Cc2nc(N)c(C(=O)NCCO)cc2CO1,1.4,19,4,1.8,-5,4,0.3,98,100,-19
CNC(=S)Nc1cc(C(=O)N2CCCC2)ccc1N1CCCC1,1.1,-13,1,3.5,-2,5,0.0,94,106,13
CCC(CC)C(=O)Nc1ccncc1,1,4,-5,-0.6,-1,-2,-0.2,99,108,-4
O=C(COc1ncnc2ccccc12)NCCc1ccc(F)cc1,1.1,-3,0,1.5,-6,3,0.1,97,105,3
# Next section.
SMILES,NF-kB neuron act,APP 5UTR inh,STAT3 blocker,RAM network inh,FLuc inh counter,STAT1 inh,Hsp70 act,STAT1 activator,STAT3 act,APP 5'UTR act
COc1ccc(CC(=O)OC(C)CN2CCOCC2)cc1 (stereo unspecified),1.4,-22,9,1.1,-7,7,-0.2,92,94,22
O=C(O)C1C2C=CC(O2)C1C(=O)NCCCn1ccnc1 (stereo unspecified),1.1,-2,7,1.9,-4,1,-0.2,99,96,2
Cc1ccc(S(=O)(=O)N2CCCC2C(=O)n2nc(C)cc2C)cc1 (stereo unspecified),0.96,-5,-5,2.9,-4,-3,0.4,103,106,5
N#Cc1cc([N+](=O)[O-])ccc1Oc1cccc(/C=N/NC(=O)c2cccc(Cl)c2)c1,1.4,-3,17,2.0,-2,9,0.5,92,90,3
Cc1cc(Br)c(NC(=O)COC(=O)C2CC2C)c(Br)c1 (stereo unspecified),1.4,7,15,2.1,0,5,-0.2,95,87,-7
O=C(COC(=O)c1ccc2ccccc2n1)c1ccc(F)cc1,1.3,-9,-5,2.1,24,0,-0.3,99,105,9
CCC(SC1=NCCS1)C(=O)Nc1ccc(S(N)(=O)=O)cc1 (stereo unspecified),1.3,-8,-1,1.4,-4,-3,-0.3,103,104,8
CC(C)CCOCC(=O)Oc1ccccc1C(=O)O,0.93,4,6,0.1,-5,-1,0.0,101,101,-4
Cc1ccc(-n2c(C(C)n3nc(C)c([N+](=O)[O-])c3C)n[nH]c2=S)cc1 (stereo unspecified),0.98,-8,5,0.0,0,5,0.1,96,99,8
Cc1ccc(N(CC(=O)NCC2CCCO2)S(C)(=O)=O)cc1Cl (stereo unspecified),1.2,-7,6,0.6,-7,4,-0.1,96,98,7
COc1ccccc1Cc1nc(-c2ccc(C)cc2)no1,3,-23,7,0.0,1,-5,0.0,104,98,23
CC1CN(C(=O)c2cc3ccccc3oc2=O)CC(C)O1 (stereo unspecified),.,-32,1,-0.6,-5,-3,-0.3,102,104,64
Cc1ccc(CC2(O)CC(C)N(C)CC2C)c(C)c1 (stereo unspecified),1.1,-6,10,1.5,-9,-1,-0.1,101,93,6
CCOc1ccc(/C=N/NC(=O)c2c(-c3ccccc3)noc2C)cc1,0.99,3,-5,11*,1,-1,-0.4,101,103,-3
COc1cccc(C2=NOC(C(=O)Nc3cccc(C(C)=O)c3)C2)c1OC (stereo unspecified),0.86,1,9,1.4,-5,0,-0.2,100,96,-1
CC(C)CCNC(=O)CSc1nc2ccccc2c(=O)[nH]1,1.1,-9,-2,3.1,-2,1,0.6,99,100,9
CCCn1c(N2CCN(CC(=O)Nc3ccc4c(c3)OCCO4)CC2)nc2ccccc21,0.95,12,0,1.3,-2,3,-0.2,97,100,-12
CCCN1CCC(=NNc2ccc(S(=O)(=O)N(CC)CC)cc2[N+](=O)[O-])CC1,1.7,53*,-2,-1.0,-4,-1,-0.2,101,102,-53
N#Cc1cc(N)ccc1Sc1ccccc1,0.94,-10,-4,-0.1,-4,1,-0.1,100,108,10
COCCOC(=O)C1=C(C)N(c2ccccc2)C(=O)NC1c1cccc([N+](=O)[O-])c1 (stereo unspecified),1.1,-9,25,1.6,-5,9,-0.4,92,81,9
COc1ccc(C(=O)Cn2c(Br)nc3c2c(=O)n(C)c(=O)n3C)cc1OC,0.6,-2,15,0.9,-3,-4,-0.2,104,92,2
Fc1ccccc1NC(=S)Nc1cccc2cnccc12,1.2,4,-12,2.3,-6,16,-0.1,87,115,-4
COc1ccccc1OCc1ccc(C(=O)NCc2ccco2)o1,1.1,-2,-12,1.9,-3,-3,-0.5,102,110,2
Brc1ccc(/C=C/C=N/Nc2nc3ccccc3s2)cc1,1.3,-8,-7,3.6,-1,-23,0.3,121,113,8
C/C=C/c1ccc(OCCN2C(=O)NC(C)(C)C2=O)c(OC)c1,1.5,-3,8,2.5,5,-1,-0.2,101,96,3

# A different layout for part of the listing above:
Molecule | NF-kB neuron act | APP 5UTR inh | STAT3 blocker | RAM network inh | FLuc inh counter | STAT1 inh | Hsp70 act | STAT1 activator | STAT3 act | APP 5'UTR act
NNC(=O)CNc1cccc(Cl)c1 | 0.92 | -27 | 4 | 0.6 | -6 | -3 | 0.1 | 101 | 98 | 27
C=CCN1C(=O)C(Cc2ccc(OCC)cc2)S/C1=N\N=C\c1cccs1 (stereo unspecified) | 0.87 | -7 | 3 | 9.3* | -4 | -1 | -0.1 | 101 | 104 | 7
CCOC(=O)Cc1csc(NC(=O)NC2(C(F)(F)F)Oc3ccccc3O2)n1 | 2.9 | 16 | 6 | 14* | -6 | 1 | -0.1 | 99 | 101 | -16
CCCc1cc(C(N)=O)c(NC(=O)c2ccco2)s1 | 1.5 | -1 | 11 | 5.5 | 6 | -21 | 0.0 | 119 | 94 | 1

# Continued:
SMILES,NF-kB neuron act,APP 5UTR inh,STAT3 blocker,RAM network inh,FLuc inh counter,STAT1 inh,Hsp70 act,STAT1 activator,STAT3 act,APP 5'UTR act
CSCCC(NC(=O)C12CC3CC(CC(C3)C1)C2)C(=O)OCC(=O)c1ccc(C)cc1 (stereo unspecified),0.85,8,4,6.2,-2,-5,-0.2,104,99,-9
COc1ccc2nc(NC(=O)C3CCCN(S(=O)(=O)c4cccc5nonc45)C3)sc2c1 (stereo unspecified),0.86,8,11,3.2,-3,-11,-0.1,110,95,-8
O=C(NCc1ccc2c(c1)OCO2)c1cc2ccccc2oc1=O,0.94,-3,-4,2.5,-5,-7,-0.5,111,105,3
CCOP(=O)(OCC)C(NC(=O)c1cccs1)C(F)(F)F (stereo unspecified),1.2,4,2,0.3,15,9,0.5,90,100,-4
O=C(c1ccccc1)N1CCn2c(nc3ccccc32)C1,1.1,-6,4,-0.4,-5,-5,-0.3,104,103,32
N#Cc1nc(COc2ccccc2Cl)oc1NCc1ccc(F)cc1,1.2,-8,4,5.6,-6,3,-0.5,97,103,8
CCOc1ccccc1Nc1cc(C)nc2nc(C)nn12,1,24,4,1.4,-2,7,-0.2,94,97,-24
O=C(c1csc(Nc2ccccc2Cl)n1)N1CCCC1,2.5,-44,13,-0.3,0,-10,0.2,109,92,44
Cn1c(=O)cc(OCCCC(=O)Nc2cccnc2)c2ccccc21,1.4,-1,29,-0.7,-7,3,-0.2,97,77,1
CCc1nnc(NC(=O)c2cccnc2SC)s1,1.1,13,0,0.4,1,-4,-0.1,103,101,-13
Cc1nc(N2N=C3/C(=C/c4ccc(F)cc4)CCCC3C2c2ccc(F)cc2)sc1C(=O)N(C)C (stereo unspecified),1.1,9,-3,5.1,2,1,-0.1,99,110,-9
COc1cccc(N2CCN(Cc3cccnc3)CC2)c1,1.7,25,-4,0.1,-3,-5,-0.2,103,107,-25
Cn1c(=O)oc2cc(S(=O)(=O)NC3CCCc4ccccc43)ccc21 (stereo unspecified),1.1,-5,7,2.9,-10,3,-0.1,97,98,5
NS(=O)(=O)c1cccc(NC(=O)COC(=O)COc2ccc3ccccc3c2)c1,1.2,4,-6,2.7,3,6,0.4,93,106,-4
Cc1cc(NC(=O)c2cccc(F)c2)ncc1NC(=O)c1ccco1,3.6*,-140,20,1.1,12,-19,-0.1,118,82,140*
CCCn1c(=NC(=O)c2c(-c3c(F)cccc3Cl)noc2C)c(C(=O)OCC)cc2c(=O)n3ccccc3nc21,0.94,-7,0,6.8,4,7,-0.3,94,102,7
CNc1nc(CCN2C(=O)c3ccccc3C2=O)cs1,1.1,5,30,0.5,-2,-5,0.0,105,80,-5
COc1ccc(S(=O)(=O)NCCSCc2ccco2)cc1C,1.3,-6,1,2.9,.,7,-0.2,93,102,6
